P. falciparum M17LAP: P. falciparum M17LAP inhibitors, primary screen, biochemical, fluorogenic H-Leu-NHMec substrate, 1536-well (AID 1619); recombinant M17LAP, H-Leu-NHMec fluorogenic kinetic assay; higher % means a stronger effect; one-dose inhibition, % at 30 µM; IC50 in µM for titrated hits; 220,000 compounds, 0.38% hits;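 active = compound inhibiting the enzyme by more than half at any dose during confirmatory dose-response retesting; inconclusive = strong single-dose inhibitors picked by rank but not retested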;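 note: plate controls were full reaction with DMSO carrier for no effect and no enzyme background for full effect; strong numbers were not always called active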
Yfh1-off respiration: mitochondrial function rescue without frataxin homolog – Friedreich's ataxia, plus single-dose screen, dose response (AID 1465). S. cerevisiae Yfh1-off respiration, WST-1 reduction, 72 h; higher fold induction means a stronger effect. fold induction at 50 µM; hits with a dose series show EC50 in µM. 220,000 compounds, 0.074% hits;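 active = fold induction of absorbance versus untreated yeast above a set limit, then at least 30% activation at any dose in follow-up; inconclusive = repeats straddling the limit, or above it without dose testing; inactive = fold induction below the set limit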;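 note: activators that raise dye reduction in frataxin-depleted yeast; strong numbers were not always called active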
ER stress rescue: rescue of cells from ER stress-induced death, primary screen, 384-well, CSM14.1, thapsigargin, ATP luminescence (AID 1222) | one-dose cellular ATP content (survival), % at 20 µM; EC50 in µM for titrated hits | CSM14.1 thapsigargin-induced death rescue, ATP luminescence; higher % means a stronger effect | 190,000 tested, under 10 active;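 active = EC50 below 50 µM in the dose-response confirmation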;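 note: death triggered by thapsigargin at about 15 µM added after 2 h compound pretreatment; cell ATP read after overnight thapsigargin exposure of roughly 18 to 22 hours; normalized against plate controls of thapsigargin alone and 5% DMSO vehicle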
Autophagy mod: modulators of autophagy; MEF GFP-LC3 puncta imaging; test concentration mostly 10 µM; calls only at 10 µM (by protocol); 190,000 compounds, 0.98% hits;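 active = percentage of spot-positive cells more than 3 SD above its plate mean, without a fluorescence outlier flag or 80% toxicity; inconclusive = no clear call, values can overlap the other calls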;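 note: spot-positive cell cutoff set from DMSO-treated cells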
Insulin prom up: MIN6 insulin promoter up-regulation | MIN6 insulin promoter-GFP reporter, high-content imaging; stronger effect = higher value | 190,000 compounds, 0.3% hits | z-score at 5 µM | AID 1625;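 active = z-score above 3 at 5 µM with at least 500 cells counted in the well; inconclusive = wells under 500 cells, flagged as cytotoxic or low count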
Dynein cargo inh: dynein cargo transport inhibition | 3617.4 mouse cells, GR-EGFP nuclear translocation imaging; test concentration mostly 20 µM; stimulated with dexamethasone, 1 µM; stronger effect = lower value | z-score, hits read low | 220,000 compounds, 0.47% hits | AID 1381;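 active = plate z-score of nuclear minus cytoplasmic receptor signal below a set negative limit, without overly bright fluorescence or cell loss, cut at about -3.5 in these data, passing the limit was not always enough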;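 note: z-score of nuclear minus cytoplasmic ring GR-EGFP intensity difference per well; some compounds called inactive have numbers as strong as hits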
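Also added – dexamethasone, 1.0 µM final · Buffer or medium – tet-free, stripped-serum medium · Schedule – induction 48 h, compound 1 h, agonist 30 min · Detection – formaldehyde fixation, Hoechst nuclear stain, 10x automated fluorescence imaging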
P. falciparum M1AAP: P. falciparum M1AAP inhibitors, biochemical, fluorogenic H-Leu-NHMec substrate, 1536-well (AID 1445) | recombinant M1AAP, H-Leu-NHMec fluorogenic kinetic assay; higher % means a stronger effect | inhibition, % at 30 µM, or IC50 in µM where a hit was titrated | 220,000 compounds, 0.42% hits;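 active = primary inhibition above the hit cutoff, then over 50% inhibition at one or more dose response concentrations, cut at about 23% in these data, passing the limit was not always enough; inconclusive = conflicting primary data, or primary hits not chosen for dose response; inactive = low primary inhibition, or under 50% at every dose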;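 note: plate controls were DMSO full reaction for no effect and no enzyme background for full effect; strong numbers were not always called active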
MT stabilizer: stabilizes microtubules in HeLa cells. 200,000 compounds, 0.83% hits. HeLa tubulin immunostaining HCS, 24 h; share of cells brighter than vehicle mean+2SD. % tubulin-high responders, % at 10 µM;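 active = plate Z-score above 3 for both tubulin-high and condensed-nucleus cell shares, with cell loss under 80%, at 10 µM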;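 note: anti alpha tubulin signal scored within the nucleus-defined area of each cell; some results filed as inactive read as strong as hits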
Hep lipid drop: hepatic lipid droplet formation modulation. 240,000 compounds, 0.4% hits. inhibition, % at 6.5 µM. AID 1656. AML12 mouse hepatocytes, oleate lipid droplets, BODIPY imaging;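 active = lipid droplet intensity inhibited by at least 50%, with more than 500 cells counted; inconclusive = wells with under 300 cells, treated as cytotoxic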
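Assay system: AML12 mouse liver cells | Compound: 6.5 µM single-point dosing | Schedule: Overnight exposure | Technique: Fluorescence imaging, 20x objective, two fields per well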
Dynein cargo inh cytoplasmic EGFP: recorded beside Dynein cargo inh, whose call it bears; z-score; measured here: cytoplasmic GR-EGFP intensity; stronger effect = higher value
Dynein cargo inh nuclear GR-EGFP: further read-out of Dynein cargo inh, marked with its call; z-score; measured here: nuclear GR-EGFP intensity;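 lower value marks the stronger effect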
Dynein cargo inh cell count: recorded beside Dynein cargo inh, whose call it bears; z-score; measured here: cell count per field
Insulin prom up cell count: recorded beside Insulin prom up, whose call it bears; cell count; measured here: cytotoxicity, nuclei count;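 total cells summed across four imaged fields per well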
Hep lipid drop cells 6.5 µM: second read-out of Hep lipid drop, no call of its own (marks repeat the call); cell count; measured here: cell count, cytotoxicity flag;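 cells counted across two imaged fields per well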
MT stabilizer Hoechst-high %: also measured in MT stabilizer; calls as there; % Hoechst-high responders; measured here: nuclear condensation Hoechst responders;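 share of cells brighter than vehicle mean plus two SD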
MT stabilizer cytotoxicity %: second read-out of MT stabilizer, no call of its own (marks repeat the call); toxicity, %; measured here: cytotoxicity by cell density;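 0% = mean cell density of plate MIN control wells and 100% = no cells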
Autophagy mod cell loss 18 h: further read-out of Autophagy mod, marked with its call; toxicity, %; measured here: cell loss, nuclei count;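 cell loss after 18 h compound exposure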
* = called active by the depositor; i = inactive; u = inconclusive; x = not tested or not shown. No enrichment for hits; overall some 3.5% were active at least once.

Second line of a record: Hep lipid drop cells 6.5 µM	Dynein cargo inh cytoplasmic EGFP	P. falciparum M1AAP	Insulin prom up cell count	Dynein cargo inh	Hep lipid drop	Dynein cargo inh cell count	Dynein cargo inh nuclear GR-EGFP	Yfh1-off respiration	MT stabilizer cytotoxicity %	Autophagy mod cell loss 18 h	P. falciparum M17LAP	ER stress rescue	MT stabilizer	Autophagy mod	MT stabilizer Hoechst-high %	Insulin prom up
Cc1ccccc1NC(=S)NCc1ccc2c(c1)OCO2
→ x	-0.21	8%	1518	0.64	x	-0.4	1.1	x	1.4	20	2%	-2.0%	3.2	i	1.8	-0.48
Cc1ccc2cc(S(=O)(=O)NCCC(=O)O)ccc2c1
→ 800	-0.14	0%	862	-0.59	-23	0.67	0.0097	i	7.3	-4	-5%	-1.9%	1.3	i	1.3	2
N#CCCCn1c(O)c(N=NC(=O)C(O)c2ccccc2)c2ccccc21 (centres undefined)
→ 677	-0.13	1%	1147	0.99	-22	-0.43	0.37	i	x	x	18%	x	x	x	x	0.15
COc1ccc(Oc2ccccc2C=O)cc1
→ x	-0.16	12%	1651	0.15	x	-0.44	0.32	i	10.0	0	6%	-4.6%	2.0	i	2.1	-0.04
Clc1ccc(-n2nnnc2SCc2cn3ccccc3n2)cc1
→ 823	-0.33	-8%	x	-0.35	-15	0.66	-0.065	i	7.5	-13	17%	-0.6%	1.6	i	2.2	x
COc1ccc(-c2cc(C(F)(F)F)n3nc(N)nc3n2)cc1
→ 859	-0.17	7%	834	-0.044	5	0.52	0.26	i	4.9	-10	-33%	0.9%	0.7	i	1.3	-0.22
CCOc1ccccc1-n1c(SCC(=O)N(C(C)C)C(C)C)nnc1-c1cccnc1
→ 783	-0.15	6%	1206	-0.64	-14	0.14	-0.43	i	7.2	-1	0%	-3.3%	1.0	i	1.7	-0.19
Cc1cccc(-c2noc(CNC(=O)Nc3ccc(F)cc3)n2)c1
→ 662	-0.29	4%	1598	0.59	-1	0.39	0.28	i	3.4	-31	6%	0.6%	1.7	i	0.7	-0.15
CCC(C)C(NC(=O)C1CCC(C)CC1)C(=O)NCCCN1CCCCC1CC (centres undefined)
→ 753	-0.28	15%	x	0.47	-1	-0.11	0.27	i	6.5	12	-2%	-2.3%	6.1	i	2.0	x
COc1ccc(OC)c(C2=NOC(C(=O)Nc3cccc(C(C)=O)c3)C2)c1 (centres undefined)
→ x	-0.08	0%	1593	-1.1	x	0.56	-0.29	i	4.6	-13	4%	1.2%	6.9	i	3.8	0.01
O=S(=O)(c1ccc(Br)cc1)c1cnc2ccccc2n1
→ 665	0.028	0%	1304	-0.81	-18	0.45	-0.33	x	0.7	7	-1%	-1.9%	1.6	i	2.7	0.33
CC1Cc2nc(SCC(=O)N3CCN(c4ccccc4)CC3)n(CCc3ccccc3)c(=O)c2S1 (centres undefined)
→ 610	-0.23	8%	1701	-0.25	-3	0.16	-0.12	i	0.3	x	-5%	-1.4%	4.7	x	1.3	0.98
Cc1nc(SCC(=O)c2ccc(F)cc2)c([N+](=O)[O-])[nH]1
→ x	-0.18	4%	1551	2.2	x	-0.92	0.69	i	8.6	11	-430%	-1.1%	3.5	i	1.2	-0.07
COc1ccc(NC2CC(=O)N(C)C2=O)cc1 (centres undefined)
→ 701	-0.22	6%	1167	-0.97	-2	1	0.046	i	8.2	12	1%	-3.2%	4.0	i	2.1	0.7
Cc1cc(C)c2c(=O)cc(C(F)F)oc2c1
→ 715	-0.14	-5%	x	0.29	3	1	0.21	i	6.0	1	-9%	-1.2%	1.1	i	1.5	x
O=C(N/N=C\c1ccc(OCC(=O)N2CCCC2)cc1)C(=O)Nc1ccccc1F
→ 638	-0.3	15%	1273	-0.6	1	0.7	-0.56	i	13	-7	31%	-0.4%	4.9	i	3.1	-0.06
Cn1c(CO)cnc1SCc1ccc([N+](=O)[O-])cc1
→ x	x	0%	x	x	x	x	x	i	2.1	-2	-6%	-0.8%	1.4	i	1.1	x
Cc1nc(NC(=O)/C=C/c2ccccc2)sc1C(=O)N1CCCCC1
→ 671	-0.19	12%	x	0.63	-7	-0.83	0.34	i	5.0	2	24%	6.1%	2.2	i	2.1	x
CC(=O)Nc1ccc(NC(=O)c2oc3cc(C)c(C)cc3c2C)cc1
→ 687	-0.22	11%	1762	-0.56	14	0.85	0.03	i	3.8	18	-4%	-1.3%	4.4	i	2.6	0.23
N#CC(C(=O)Nc1ccccc1)=C1CCCCC1
→ 551	0.0087	4%	1107	2.3	-3	-2.4	1.9	i	4.5	-13	7%	x	3.0	i	2.0	0.54
O=C(CCCCCn1c(SCC(=O)c2ccccc2)nc2ccccc2c1=O)NCc1ccco1
→ x	-0.23	1%	1313	1.3	x	-1.5	1.3	i	16	-43	3%	-0.5%	3.7	i	2.6	-0.42
CCCCCC(=O)NC(=S)Nc1ccc(Cl)cn1
→ 613	-0.052	0%	1421	-0.34	-25	0.88	0.027	i	3.2	1	5%	-0.2%	6.5	i	1.0	0.17
CN1CCN(C(=O)C2=C[C@@H](C3CCCCC3)C[C@@H](OCc3ccc(CO)cc3)O2)CC1
→ 743	-0.14	-4%	1438	0.35	3	-1.2	0.64	i	4.5	3	0%	3.5%	3.4	i	1.6	0.24
COc1cccc(C2CC(c3ccc(Cl)cc3Cl)Nc3nc(N)nn32)c1 (centres undefined)
→ x	-0.16	4%	930	2.5	x	-1.2	1.9	i	7.7	-1	-5%	1.0%	2.6	i	1.7	-0.29
CC(c1ccco1)N(C(=O)c1ccccc1NS(=O)(=O)c1cccc([N+](=O)[O-])c1)c1ccccn1 (centres undefined)
→ 630	-0.28	6%	1210	-0.67	-4	0.72	-0.7	i	7.6	0	47%	-0.8%	3.1	i	2.9	0.63
N#Cc1c(N)nc2c(c1N)CC(COc1ccccc1)O2 (centres undefined)
→ x	-0.073	2%	1580	-0.89	x	0.9	0.22	i	4.8	8	-2%	-1.7%	2.7	i	1.4	-0.23
COc1ccc(CCNC(=O)/C=C/c2ccc(OC)c(S(=O)(=O)N3CCOCC3)c2)cc1
→ 665	-0.71	x	1050	-0.076	-13	-0.46	-0.24	i	x	x	x	x	x	x	x	-0.46
Cc1nnc2n(-c3ccccc3)c(=O)c3c4c(sc3n12)COC(C)(C)C4
→ x	-0.16	3%	1310	-0.15	x	1.1	0.5	i	6.5	2	0%	-1.2%	1.6	i	2.3	0.16
COc1ccc(S(=O)(=O)N(C)CC(=O)Nc2cccc(C(C)=O)c2)cc1C
→ 762	-0.24	3%	1218	-0.48	-3	-0.31	-0.067	i	9.6	30	6%	-0.7%	1.5	i	1.7	-0.65
COCCN(C(=S)Nc1cccc(OC)c1)C(C)c1cccs1 (centres undefined)
→ 653	-0.19	2%	1472	-0.33	-11	-0.15	-0.029	i	2.0	37	4%	-1.0%	2.4	i	2.9	0.43
CN(C)c1cc(O)c(C(=S)Nc2ccccc2)c(N(C)C)c1
→ x	0.49	8%	x	-0.18	x	1.1	0.33	x	5.0	-1	-4%	-1.8%	3.4	i	2.6	x
c1ccc(-c2nnc(-c3ccncc3)o2)cc1
→ 680	-0.074	12%	x	1.4	-12	-0.51	0.72	i	7.4	-1	0%	-4.0%	1.3	i	1.2	x
S=C(NCCCc1ccccc1)Nc1ccc(Cl)cc1
→ 520	-0.24	-6%	1476	-0.62	-24	1.1	-0.071	i	6.7	2	-4%	-3.9%	2.0	i	2.0	0.32
O=C(NN1C(=O)/C(=C/C=C/c2ccco2)SC1=S)c1ccccc1O
→ 739	-0.25	74µM*	1040	-1.4	9	1.3	-0.7	u	x	x	34%	x	x	x	x	0.06
